Source: PubChem
E-sel TNF inh – E-selectin induction blockers in HUVEC – imaging, immunofluorescence, high content, primary screen. HUVEC TNFa-induced E-selectin immunofluorescence. inhibition, % at 2 µM. 0.71% of 120,000 active. AID 1246, 2008;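 active means inhibition above the batch mean plus 3 SD, and confirmed as a hit on visual image review, cut at about 43% in these data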;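 further: 0% = TNF-stimulated DMSO wells and 100% = unstimulated control wells; not every result past the cut was called active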
NPY-Y2 antag – NPY-Y2 receptor antagonists, primary screen, cell-based; 0.99% of 140,000 active; inhibition, % at 2.7 µM; NPY-Y2 expressing cells, antagonist mode; Neuropeptide Y receptor type 2 (Homo sapiens), P49146; AID 793, 2007; in the data active means inhibition above about 17%;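 further: 0% = vehicle with agonist challenge and 100% = reference antagonist with challenge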
Target sequence (P49146 whole entry, looked up): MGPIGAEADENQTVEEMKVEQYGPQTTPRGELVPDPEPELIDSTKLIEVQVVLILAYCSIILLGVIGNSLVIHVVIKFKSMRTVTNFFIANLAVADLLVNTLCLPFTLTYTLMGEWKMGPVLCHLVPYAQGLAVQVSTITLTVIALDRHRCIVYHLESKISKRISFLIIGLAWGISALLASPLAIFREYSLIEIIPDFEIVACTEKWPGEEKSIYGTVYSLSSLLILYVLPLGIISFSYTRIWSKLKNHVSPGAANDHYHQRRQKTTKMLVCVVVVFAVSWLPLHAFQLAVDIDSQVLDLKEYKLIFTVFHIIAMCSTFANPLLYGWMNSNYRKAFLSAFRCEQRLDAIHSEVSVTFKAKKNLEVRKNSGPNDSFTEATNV
HCT116 PTEN-null – growth suppression of PTEN-null HCT116, primary screen, cell-based, CellTiter-Glo; AID 827, 2007; viability, % at 10 µM; 1.2% of 140,000 active; HCT116 PTEN-null viability, 60 h; hits give low values;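 active means viability at or below a set limit, 4 SD under the median of all tested compounds, cut at about 3.7% in these data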;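 further: PTEN knockout HCT116 line with beta catenin targeted HCT116 as companion control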
Yeast lifespan up – compounds extending yeast replicative lifespan, primary screen, S. cerevisiae, OD615; S. cerevisiae growth with nicotinamide; deaD strain in restrictive glucose medium; inhibition of the nicotinamide effect, % at 10 µM; 0.68% of 130,000 active; AID 775, 2007;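 active means inhibition above a set limit, placed 3 SD over the median of all compounds, cut at about 26% in these data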;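 further: 0% = nicotinamide-treated wells and 100% = cells grown without nicotinamide; some compounds called inactive have numbers as strong as hits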
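Assay system: DeaD-strain S. cerevisiae. Medium: CSMM-D glucose medium, restrictive. Reagent: nicotinamide, 1.5 mM, co-present with compound. Compound: 10 µM single point, 0.25% DMSO. Schedule: culture preincubation 4 h, compound exposure 48 h, both 30 °C. Detection: absorbance at 615 nm.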
MRP1 act – H69AR viability gain despite doxorubicin, primary screen, MRP-1 activator project, H69AR cells, CellTiter-Glo; viability rescue; viability increase, % at 10 µM; 0.61% of 140,000 active; AID 799, 2007;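 active means viability gain under doxorubicin at or above a set limit, the compound median plus 3 SD, cut at about 4.7% in these data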;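 further: MRP-1 overexpressing cells given doxorubicin 25 µM after compound pretreatment; 18-22 h compound pretreatment then 72 h with doxorubicin before readout; 0% = doxorubicin-only wells and 100% = vehicle-treated cells without doxorubicin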
GALR2 antag – GALR2 antagonists in receptor-expressing cells, primary screen | 0.39% of 140,000 active | Galanin receptor type 2 (Homo sapiens), O43603 | antagonist mode | inhibition, % at 4 µM; in the data active means inhibition above about 27%;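 further: cells stimulated with galanin 1-16 at roughly its EC80; 0% = agonist challenge control and 100% = basal control without agonist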
Target sequence (O43603 whole entry, looked up): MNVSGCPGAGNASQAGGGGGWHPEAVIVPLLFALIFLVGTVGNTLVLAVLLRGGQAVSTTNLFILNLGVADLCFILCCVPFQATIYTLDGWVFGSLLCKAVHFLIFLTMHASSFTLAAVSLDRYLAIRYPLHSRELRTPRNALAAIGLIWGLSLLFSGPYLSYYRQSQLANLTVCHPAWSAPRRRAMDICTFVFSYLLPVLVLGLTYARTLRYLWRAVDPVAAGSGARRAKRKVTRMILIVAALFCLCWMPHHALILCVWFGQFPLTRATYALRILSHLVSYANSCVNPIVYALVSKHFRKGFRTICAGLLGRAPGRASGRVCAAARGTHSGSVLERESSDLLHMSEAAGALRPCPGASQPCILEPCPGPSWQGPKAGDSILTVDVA
bCat KO growth – primary screen for growth suppressors in beta-catenin knockout HCT116 cells (colon tumor, human); 1.5% of 140,000 active; viability, % at 10 µM; HCT116 beta-catenin knockout viability, CellTiter-Glo, 60 h; hits give low values; AID 818, 2007;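 active means viability at or under a set limit, the compound median less 4 SD, cut at about 6% in these data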;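 further: 0% = Hyamine 1622 control at 20 µM and 100% = untreated cell control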
Measles CPE – compounds protecting cells from measles virus cytopathic effect, primary screen, measles RdRp inhibitor project, single point, MLSMR library, absorbance; Measles virus-infected cells, CPE protection; protection (pct of control), % at 4 µM; 1.5% of 140,000 active; in the data active means protection mostly above about 24%, no sharp cut-off; inactive means mostly below about 26%; further: some compounds called inactive have numbers as strong as hits
Yeast growth inh – growth inhibitors of yeast BB579 in restrictive medium, primary screen, yeast lifespan-shortening project, S. cerevisiae; OD615, 48 h; inhibition, % at 10 µM; 0.51% of 140,000 active; AID 804, 2007;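 active means inhibition above a set limit, 3 SD over the mean compound inhibition, cut at about 44% in these data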; further: inactives centre near -24
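controls = amphotericin B 10 µg/mL, positive | assay system = DeaD yeast strain BB579 | schedule = 48 h compound exposure at 30 °C after 4 h preincubation | detection = OD615 turbidity measurement | medium = restrictive CSMM-D medium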
Phagocytosis inh – inhibitors of macrophage phagocytosis, primary screen, imaging, J774A.1 cells, IgG beads | J774A.1 macrophage IgG-bead phagocytosis | 0.07% of 110,000 active | inhibition, % at 5 µM;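 active means inhibition above the mean of the plate negative controls plus 5 SD, cut at about 13% in these data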;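 further: phagocytic index as fraction of beads internalized from green versus red external bead signal; plate controls were DMSO negative control for no effect and cytochalasin-D positive control for full effect; some results beyond the cut were filed as inactive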
Numbers without * were called inactive; x = no result given.

SMILES	E-sel TNF inh	NPY-Y2 antag	HCT116 PTEN-null	Yeast lifespan up	MRP1 act	GALR2 antag	bCat KO growth	Measles CPE	Yeast growth inh	Phagocytosis inh
CCCOC(=O)c1ccc(NC(=O)CCOc2ccccc2)cc1	11	5	94	-18	-0.7	-13	88	11	21	0
CCOc1ccccc1NC(=O)C(OC(=O)c1ccccc1O)c1ccccc1 (centres undefined)	14	4	91	1	0.5	-10	88	11	-49	-4
CC(C)[C@@H]1CC[C@@H](C)c2c(-c3ccccc3)n[nH]c21	7	4	80	2	-1.7	-10	89	14	-11	-1
O=C(CCN1CCCCCC1)c1ccccc1	7	2	90	x	-2.4	10	92	13	-31	x
CC1Cc2ccccc2N1C(=O)CSc1nc(N)cc(=O)[nH]1 (centres undefined)	x	-3	101	-13	-2.1	10	77	16	-4	1
C/C(CC(=O)N1CCN(C=O)CC1)=N\NC(=O)c1cc2ccccc2cc1O	-24	0	51	-7	-5.2	2	41	23	-13	-6
Cc1ccc(NC(=O)CCCC(=O)O)c(Br)c1	-43	-2	96	3	-1.5	10	90	18	-8	-4
Cc1cc(C)n2nc(CC(=O)NC3CCCCCC3)nc2n1	25	-1	83	-14	-2.2	19	106	34	-1	-1
COc1cccc(CNC(=O)c2ccccc2N)c1	3	6	96	-18	-4.2	-1	109	20	-45	4
Cc1cccc(NC(=O)/C(=C\c2ccc([N+](=O)[O-])o2)NC(=O)c2ccc(Cl)cc2)c1	x	1	62	11	5.7*	3	72	16	-33	x
CCN1C2=C(C(=O)CCC2)C(c2ccc(O)c(Br)c2)C2=C1CCCC2=O	1	2	94	-4	-1.2	3	102	16	-18	-1
O=C(Nc1ccccc1C(F)(F)F)N1CCC(n2c(=O)[nH]c3ccccc32)CC1	4	5	90	-5	-3.6	8	91	11	-8	x
Cc1ccccc1CN1CCc2c(OCC(=O)N3CCCc4ccccc43)cccc2C1=O	24	7	53	1	-3.6	-4	59	12	-34	-3
COc1ccc(CCNC(=O)C(=O)N2CCCCC2)cc1OC	6	1	95	x	-2.8	4	96	21	-6	x
COc1ccc(NC(=O)COC(=O)/C=C/C(=O)OCC(=O)Nc2ccc(OC)c(Cl)c2)cc1Cl	x	-3	55	0	-4.5	0	56	13	-42	x
Fc1ccc(-c2cc(C(F)(F)F)nc(NCc3cccs3)n2)cc1	-9	1	76	0	3.0	-3	72	7	-59	-3
CCOC(=O)C1Cc2ccccc2CN1 (centres undefined)	-10	-3	96	-2	-1.9	3	95	2	-37	-2
S=C(Nc1ccc(Cl)c(Cl)c1)NN1CCOCC1	-1	2	88	0	-1.4	10	93	6	-29	-7
O=[N+]([O-])c1cc(C(F)(F)F)cc([N+](=O)[O-])c1NCCCNc1ccc([N+](=O)[O-])c2cccnc12	x	-1	77	10	-2.8	-12	78	9	-34	0
Cc1ccc(-c2nc(P(=O)(c3ccccc3)c3ccccc3)c(N3CCOCC3)o2)cc1	x	4	67	7	-0.6	-4	70	7	-24	0
CCCn1c(NCc2ccco2)nc2c1c(=O)n(C)c(=O)n2C	-15	2	81	x	-1.0	9	97	8	-22	x
COc1cccc(NC(=O)CSc2nnc(CN3CCOCC3)n2C)c1	-3	-2	99	-15	-0.1	7	101	5	-15	x
O=C(NCCCN1CCCC1=O)c1csc2ccccc12	6	1	86	-5	-0.5	6	87	9	-4	1
CCC(CC)NC(=O)COC(=O)c1ccc(OCC(=O)Nc2ccccc2OC)c(OC)c1	19	1	96	-9	0.7	4	106	14	2	0
CCCNc1nc(NCC)nc(OC)n1	-7	0	96	-10	-1.2	9	90	0	-18	x
COc1ccc(NC(=O)c2nc[nH]c2C(=O)Nc2ccccc2C)cc1	10	3	16	-20	-0.9	-1	17	0	-39	0
CN(C)CC1(c2ccccc2)CCCC1	-6	2	101	-2	-0.6	9	94	33	-35	1
CC1CCN(S(=O)(=O)c2ccc(N/N=C(/C#N)C(N)=O)cc2)CC1	-20	2	85	-12	-1.8	3	90	2	-8	0
CC1Cc2ccccc2N1Cc1cc(=O)n2ccsc2n1 (centres undefined)	-6	0	95	-5	-3.0	6	94	17	-15	x
CCOC(=O)N1CCN(c2nc3ccccc3nc2C(C#N)C(=O)NCCc2ccccc2)CC1 (centres undefined)	-16	3	90	-5	-4.8	-8	87	8	-28	x
COc1ccc(C(C(=O)NC(C)(C)C)N(Cc2cccs2)C(=O)CCC(=O)Nc2cc(C)on2)cc1 (centres undefined)	-25	1	74	x	-2.6	8	76	10	-14	x
CC(=O)c1cccc(NC(=S)NC(=O)CC(C)C)c1	-30	1	95	-16	-1.0	-2	90	26	-23	x
CCN(CC)CC(=O)c1c[nH]c2ccc(C)cc12	x	7	85	-24	-5.7	0	94	12	-6	0
COc1cccc(CNC(=O)C(=O)NCCc2ccc(OC)c(OC)c2)c1	2	-1	88	-4	-2.7	0	84	20	5	-2
Cc1ccccc1OCC(O)Cn1c(NCc2ccco2)nc2c1c(=O)[nH]c(=O)n2C (centres undefined)	x	5	103	-9	-0.9	6	99	19	-40	-1
O=[N+]([O-])c1c(C(Cl)Cl)nn(-c2ccccc2)c1N1CCCC1	4	5	13	45*	-0.6	-3	12	x	-43	0
CCCCn1nc(NC(=O)c2cccs2)c2cc3cc(OC)ccc3nc21	x	-4	31	-23	-4.7	1	43	12	-26	0
Cc1ccc(C(=O)N/C(=C\c2cccs2)C(=O)NCCCn2ccnc2)cc1	x	-1	104	8	-3.1	-1	94	5	-12	-10
O=C(NCc1ccccn1)C1COc2ccccc2O1 (centres undefined)	x	1	97	-4	-2.3	12	96	14	-42	-1
CC(=O)c1c(C)oc(C)c1CSCc1ccc(C(=O)O)o1	0	-1	106	-20	-1.5	5	103	4	-3	0
CCOc1nc(Nc2ccc(OC)c(Cl)c2)nc(OCC)n1	6	-5	84	-13	-1.6	-8	91	4	-93	-1
O=C(CN1C(=O)CCC1=O)c1ccc(-c2ccccc2)cc1	x	0	103	-4	-0.2	-3	92	33*	-31	1
O=C(NNC(=O)C1CCCO1)c1ccc(Cl)cc1 (centres undefined)	-22	2	95	0	-0.3	4	105	3	10	0
COc1ccc(-n2c(SCc3ccc(C#N)cc3)nnc2-c2ccccn2)cc1	-23	-2	104	-12	-0.7	-2	102	27	-27	0
COCCNC(=O)C(c1cccs1)N(CCc1ccccc1)C(=O)Cn1nnc2ccccc21 (centres undefined)	-6	4	94	-17	0.3	-9	88	5	-10	x

No new results follow: 3 of the compounds above.
SMILES	E-sel TNF inh	NPY-Y2 antag	HCT116 PTEN-null	Yeast lifespan up	MRP1 act	GALR2 antag	bCat KO growth	Measles CPE	Yeast growth inh	Phagocytosis inh
COc1ccc(C(C(=O)NC(C)(C)C)N(Cc2cccs2)C(=O)CCC(=O)Nc2cc(C)on2)cc1 (centres undefined)	-25	1	74	x	-2.6	8	76	10	-14	x
CC(=O)c1cccc(NC(=S)NC(=O)CC(C)C)c1	-30	1	95	-16	-1.0	-2	90	26	-23	x
CCN(CC)CC(=O)c1c[nH]c2ccc(C)cc12	x	7	85	-24	-5.7	0	94	12	-6	0

(next part)
SMILES	E-sel TNF inh	NPY-Y2 antag	HCT116 PTEN-null	Yeast lifespan up	MRP1 act	GALR2 antag	bCat KO growth	Measles CPE	Yeast growth inh	Phagocytosis inh
CCOC(=O)c1c(NC(=O)c2nn(CC)cc2Br)sc(C)c1C	-26	3	78	-17	-0.9	-16	90	3	-24	0
O=C1/C(=C/c2ccc([N+](=O)[O-])cc2)C=C(c2ccccc2)N1c1ccc(O)cc1	18	0	2.2*	-6	-5.7	-5	2.2*	5	-10	x
O=C(CSc1nnc(-c2c[nH]c3ccccc23)n1-c1ccc(F)cc1)NCc1ccco1	-42	1	87	x	-3.2	21	83	3	-11	x
COc1ccc(-c2csc(Nc3cccnc3)n2)cc1OC	6	-3	95	-8	-3.9	10	101	4	-6	-4
COc1ccc(CN2CCOCC2)cc1Br	-27	7	81	-13	-2.3	-2	87	21	-26	-1
CCOc1ccccc1NC(=O)c1ccc(Cl)c(NC(=O)CC(c2ccccc2)c2ccccc2)c1	-71	2	69	-4	0.6	7	86	4	-67	1
COc1ccc(C2CC(=O)n3c(nc4ccccc43)S2)cc1OC (centres undefined)	0	1	99	-18	-1.1	1	101	30	-25	x
CCCCCCCCOC1OC(CO)C(O)C(O)C1NC(C)=O (centres undefined)	-11	1	84	-15	-0.8	-1	93	10	-13	x
COC(=O)c1[nH]c2ccc(Cl)cc2c1NC(=O)c1ccccc1[N+](=O)[O-]	x	6	89	-5	3.2	0	88	39	-26	0
C[C@@H](C(=O)NCc1ccccc1)[C@H]1C[C@]1(C)[C@H](NC(=O)OCc1ccccc1)c1ccccc1	5	7	64	3	-1.4	-7	66	19	-16	x
N#Cc1cc2c(nc1SCC(=O)Nc1sc3c(c1C#N)CCC3)CCCCCC2	2	1	52	-5	-2.3	-83	50	23	-46	-1
Cn1c(SCC(=O)NCc2ccco2)nnc1-c1c[nH]c2ccccc12	x	3	95	-2	-1.9	-7	94	21	-36	0

Ordered by the number under GALR2 antag (ascending): 4 of the compounds above
Compound | GALR2 antag
N#Cc1cc2c(nc1SCC(=O)Nc1sc3c(c1C#N)CCC3)CCCCCC2 | -83
C[C@@H](C(=O)NCc1ccccc1)[C@H]1C[C@]1(C)[C@H](NC(=O)OCc1ccccc1)c1ccccc1 | -7
CCCCCCCCOC1OC(CO)C(O)C(O)C1NC(C)=O (centres undefined) | -1
O=C(CSc1nnc(-c2c[nH]c3ccccc23)n1-c1ccc(F)cc1)NCc1ccco1 | 21
